# Screens from PubChem BioAssay.
# Wnt act: activators of Wnt/beta-catenin signaling; Wnt/beta-catenin reporter cell assay, activator, plate reader; hit rate 1.2% among 300,000; activation, % at 9.35 µM; in the data active = activation above about 30%, passing the limit was not always enough;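 note: 0% = neutral control wells and 100% = positive control wells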
# phage Ecoli inh: E. coli growth loss with phage present; growth absorbance; inhibition, % at 11.9 µM; hit rate 0.26% among 360,000; AID 651602; in the data active = inhibition above about 11%
# * = called active by the depositor. A portion of the library, so the mix of outcomes need not match the whole.
SMILES,Wnt act,phage Ecoli inh
CC(C)CNc1cccc2c1S(=O)(=O)N(Cc1ccc(F)cc1)[C@@H](C)[C@H](c1ccccc1)O2,-1,1.2
Cc1cc(Br)cn2c(Cc3ccccc3C(F)(F)F)c(-c3ccc(C#N)cc3)nc12,-2,4.5
CCC(CC)C(C(=O)NCc1ccccc1)N1CCN(c2cccc(C)c2C)CC1 (stereo unspecified),-3,0.6
CC(C)(C)OC(=O)N1CCC2CCN(CCc3ccccc3)CC21 (stereo unspecified),-1,1.1
O=C(N[C@H](Cc1ccccc1)C(=O)NCc1ccccn1)[C@H]1O[C@@H](n2ccc(=O)[nH]c2=O)[C@H](O)[C@@H]1O,1,2.1
C[C@H](O)[C@@H]1C(=O)N2CCc3c([nH]c4c(-c5ccccc5)cccc34)[C@@H]2C[C@@H]1N(C)C(=S)Nc1ccc(C#N)cc1,2,2.1
CC(C)C[C@@H](COCc1ccc([N+](=O)[O-])cc1)N1CCN(C(=O)c2ccc(C(F)(F)F)cc2)CCC1=O,1,-0.3
C(=C\c1ccccc1)/CN1CCN(C(c2nnnn2C2CCCCC2)C2CC2)CC1 (stereo unspecified),0,2.1
COCCCN1C(=O)C(CC(=O)NCc2cccc3ccccc23)CC(C(=O)N2CCOCC2)=C1C (stereo unspecified),-7,1.9
CN1CCCC(C)(C(=O)Nc2cccc(Oc3ccccc3)c2)C1 (stereo unspecified),-5,2.1

# Profiles, looked up by structure.
# Record of Cc1cc(Br)cn2c(Cc3ccccc3C(F)(F)F)c(-c3ccc(C#N)cc3)nc12 = Wnt act = -2; phage Ecoli inh = 4.5
# Record of C(=C\c1ccccc1)/CN1CCN(C(c2nnnn2C2CCCCC2)C2CC2)CC1 (stereo unspecified) = Wnt act = 0; phage Ecoli inh = 2.1
# Record of CC(C)CNc1cccc2c1S(=O)(=O)N(Cc1ccc(F)cc1)[C@@H](C)[C@H](c1ccccc1)O2 = Wnt act = -1; phage Ecoli inh = 1.2

# Next section.
SMILES,Wnt act,phage Ecoli inh
Cc1ccc2nc(C3CCCCC3)c(Cc3ccccc3C(F)(F)F)n2c1,-3,3.0
Cc1ccc(C)c(CC(=O)N2CCCC(c3cc(C(=O)Nc4ccc5c(c4)OCO5)no3)C2)c1 (stereo unspecified),-3,3.1
CCNC(=O)C1CCCN(C(=O)c2cnc3ccccc3n2)CC1 (stereo unspecified),-1,2.6
COCCNC(=O)C1CCCN(C(=O)/C=C/c2ccccc2)CC1 (stereo unspecified),-1,2.6
S=C1NCc2cncnc2N1,0,3.3
CN1CCCCC(NC(=O)C2CCCCC2)C1=O (stereo unspecified),-1,2.2
CC1(C(=O)Nc2ccc3c(c2)OCO3)CCN1C(=O)Cc1cccs1 (stereo unspecified),20,3.0
COc1cc(F)ccc1-c1cc(C(=O)Nc2ccc(C)c(NS(C)(=O)=O)c2)[nH]n1,-2,2.1
O=C(CC[C@H]1O[C@@H](n2cnc3c(NC(=O)c4ccccc4)ncnc32)[C@H](O)[C@@H]1O)NCC1CCN(Cc2ccccc2)CC1,-1,0.7
CCCCN(C=O)c1c(CC)nc2ccc(C(=O)N(C)Cc3ccccc3)cn12,-1,0.9
O=C(C[C@H]1C=C[C@@H](NC(=O)c2ccncc2)[C@@H](CO)O1)NCC1CC1,-1,2.9
CN1CCN(C(=O)c2ccc(-c3cnc4cccnn34)cc2)CC1,-5,1.2
COc1ccc(CN2C(=O)CCC2(C)c2nc3ccccc3[nH]2)cc1 (stereo unspecified),1,4.7
O=C1Nc2ccccc2N(C(=O)c2c(F)cccc2F)C1c1nc2ccccc2[nH]1 (stereo unspecified),4,0.0
O=C(Nc1ccc(F)c(Cl)c1)c1ccc2sc([C@@H]3O[C@H](CO)[C@H](O)[C@H](O)[C@H]3O)nc2c1,-1,0.8
C#Cc1ccc(NC(=O)C2(C)CCN2C(=O)C/C=C/c2ccccc2)cc1 (stereo unspecified),19,1.4
O=C(Nc1ccc(F)cc1)C(c1ccncc1)N1CCN(C(=O)c2ccco2)CC1 (stereo unspecified),0,0.8
O=[N+]([O-])c1ccccc1S(=O)c1ccccc1[N+](=O)[O-],-2,1.7
C[C@H](O)[C@@H]1C(=O)N2CCc3c([nH]c4c(-c5ccccc5)cccc34)[C@@H]2C[C@@H]1N(C)C(=O)Nc1ccccc1,-9,1.7
COC(=O)c1ccccc1C(=O)c1c(C)cc(C)cc1C,-1,3.0
O=C(Nc1ccccc1)c1cc(C2CCCN(C(=O)C3CC3)C2)on1 (stereo unspecified),-2,1.0
O=C1NC[C@H](CCCCN2C[C@H](Cc3ccccc3)N(Cc3ccccc3)C(=O)C2=O)N(CCC2CCCCC2)C1=O,-1,4.1
COC(=O)[C@]12CCCCC=C1N(Cc1ccco1)C(=O)[C@H](CC(=O)N1CCSCC1)C2,2,0.9
COC(=O)c1ccc2nc(-c3ccc(C)cc3)c(Cc3ccsc3)n2c1,13,2.1
CCNC(=O)C1(C)CCN(C(=O)c2ccc(C)c(F)c2)C1 (stereo unspecified),-1,2.5
O=C1NC[C@H](CCCCN2CCN(CCc3ccc(O)cc3)C(=O)C2=O)N(CCC2CCCCC2)C1=O,-5,-0.6
COC(=O)c1ccc(Cn2c(C)c(C(=O)NCc3ccco3)sc2=O)o1,-6,2.9
CC(C=NN=C1C(=O)Nc2ccccc21)=Cc1ccccc1,-3,-1.0
O=C(Nc1cccc(C(F)(F)F)c1)C1Cc2c(-c3ccco3)ccnc2O1 (stereo unspecified),-1,0.9
Cc1cc(NC(=O)Cc2cn(C)c3ccccc23)ccc1Oc1cccnc1,-1,1.6
OC[C@@H]1CN(Cc2ccc(F)cc2)C[C@H](n2cnc3c(NCc4ccco4)ncnc32)O1,-3,1.4
O=C(c1[nH]c(C(F)(F)F)nc1-c1ccccc1)N1CCN(c2cccc(C(F)(F)F)n2)CC1,-1,1.3
CCCCNC(=O)c1nc(C2CCN(S(=O)(=O)c3ccc(OC(F)(F)F)cc3)CC2)oc1-c1ccccc1,-3,1.7
Nc1nc2ncccc2cc1C(=O)NC1CC1,-2,0.9
O=C(Cn1cc(COc2ccc3ccccc3c2)nn1)NS(=O)(=O)c1cccc(OC(F)F)c1,1,-0.7
Cc1ccccc1-c1cc2nc(Nc3ccc(F)cc3)n(C)c(=O)c2s1,-6,3.7
Cc1nc2ccc(NC(=O)C3(C)CCCN(C(C)C)C3)cc2o1 (stereo unspecified),0,1.7
O=[N+]([O-])c1cccc(I)c1,-2,2.3
COc1ccc(S(=O)(=O)N2CCCc3nc(-c4ccccc4)ccc32)cc1,2,4.4
N/C(Cc1cccc2ccccc12)=N\OC(=O)c1ccc(Br)o1,-1,2.6
N#CC(c1c(Cl)cccc1N1CCCCC1)N1CCCCC1 (stereo unspecified),-3,6.0
CCOC(=O)[C@]12CCC=C1N(Cc1cccc3ccccc13)C(=O)[C@H](CC(=O)NCc1cccs1)C2,-2,-3.9
CCOC(=O)[C@]12CCCC=C1N(Cc1ccccc1)C(=O)[C@H](CC(=O)N1CCOCC1)C2,-2,0.5
COC(=O)C[C@@H]1C=C[C@H](NC(=O)Nc2ccc(OC)cc2)[C@@H](CO)O1,-1,0.8
CC(=O)C1CCC2C3CCC4=CC(=O)CCC4(C)C3C(O)CC12C (stereo unspecified),-2,3.3
CCCCOCC1CN(CCCC)S(=O)(=O)c2c(Oc3ccc(C)cc3)cccc2O1 (stereo unspecified),-3,3.9
CCN(CC)C(=O)c1cccc(-c2csc(C(O)c3cccc(OC)c3)n2)c1 (stereo unspecified),-3,-0.2
CC(O)(c1cccc(F)c1)c1nc(-c2cccc(C#N)c2)cs1 (stereo unspecified),-4,2.8
COc1ccccc1CNc1nc(Nc2ccccc2-n2cccn2)c2sccc2n1,-1,-1.1
CSc1nn(CCC#N)c(=O)[nH]c1=O,-1,0.1
# Continuation:
SMILES,Wnt act,phage Ecoli inh
COC(=O)[C@]12C[C@H](CC(=O)N3CCCCC3)C(=O)N(Cc3ccc4c(c3)OCO4)C1=C[C@H](C(C)(C)C)O[C@@H]2C,-1,1.5
CN(Cc1ccccc1)C(=O)c1ccc(Nc2nc(C(N)COCc3ccccc3)cs2)nc1 (stereo unspecified),-1,2.2
CCOC(=O)C1=CCN(S(=O)(=O)c2ccc(C)cc2)C1c1cccs1 (stereo unspecified),0,-0.1
CC(=O)Nc1cc(-c2ccc(C(=O)N3CCOCC3)cc2)cn2c(-c3ccc(S(C)(=O)=O)cc3)cnc12,1,-0.9
CC1=C(C(=O)N(C(C)C)C(C)C)CC(CC(=O)NCCc2ccccn2)C(=O)N1CCCN1CCCC1=O (stereo unspecified),-1,-0.6
C=CCN1C(=O)c2n[nH]c(COC)c2C1c1ccc(Br)cc1 (stereo unspecified),-2,5.9
COc1ccc(C(=O)Nc2cccc(NC(C)=O)c2)cc1,-1,3.3
CCOC(=O)C1(C)CCCN1C(=O)c1ccc(C(F)(F)F)nc1C (stereo unspecified),-2,1.9
C[C@H]1CN([C@@H](C)CO)C(=O)CCCn2cc(nn2)CO[C@@H]1CN(C)C(=O)c1ccc(N2CCN(C)CC2)cc1,-2,0.5
CCOC(=O)C1CSCCS(=O)(=O)N1Cc1ccc(F)cc1F (stereo unspecified),-1,4.9
COC(=O)[C@]12CCCCC=C1N(Cc1ccccc1)C(=O)[C@H](CC(=O)N1CCCCC1)C2,-1,-1.2
O=C(Nc1cccc2ccccc12)c1ccc2sc([C@@H]3O[C@H](CO)[C@@H](O)[C@H]3O)nc2c1,0,3.2
Cc1cc(Cl)ccc1NC(=O)/N=C1/NC(=O)CS1,0,2.2
Cc1ccc(S(=O)(=O)N2[C@H](CC(=O)c3ccc(Cl)c(Cl)c3)OC[C@@H]2C(C)C)cc1,0,-0.7
COc1ccccc1Cc1c(-c2ccc(C)cc2)nc2ccc(Br)cn12,-2,3.7
CC1(C(=O)Nc2cnc3ccccc3c2)CCN1C(=O)CCc1ccccc1 (stereo unspecified),-14,2.4
CCCCCCCCN1C(=O)[C@H](CC(=O)NCC2CCCCC2)C[C@@]2(C(=O)OCC)CCC=C12,-4,-0.8
CC1(C(=O)NS(=O)(=O)c2ccc3ccccc3c2)CCN1C(=O)Cc1ccc(Cl)cc1Cl (stereo unspecified),-1,1.6
CC1(C(=O)NCc2ccccc2)Cc2c(-c3ccc(C(N)=O)cc3)ccnc2O1 (stereo unspecified),-10,1.2
O=C1CCCCCN1CP(=O)(O)CN1CCOCC1,-1,0.2
CC(C)C[C@H](NC(=O)N1CCOCC1)C(=O)N1CCC[C@H]1C(=O)NCc1ccccc1,-7,-2.9
CCNC(=O)C1(C)CCN(C(=O)c2ccc3ccccc3c2)C1 (stereo unspecified),0,1.2
CO[C@@H]1CN(C)C(=O)c2cc(NC(=O)Nc3cc(F)ccc3F)ccc2OC[C@H](C)N(C(=O)c2ccccn2)C[C@@H]1C,-7,2.7
Cc1cc(Cl)ccc1C(O)c1ncc(-c2ccc3ccccc3c2)[nH]1 (stereo unspecified),0,4.2
CC1(C(=O)Nc2cccc(Oc3ccccc3)c2)CCN1Cc1cc2ccccc2o1 (stereo unspecified),-3,0.1
COc1cccc(C(C)(O)c2nc(-c3ccc(C)c(C)c3)cs2)c1 (stereo unspecified),-4,1.9
CCOC(=O)C1=CCN(S(=O)(=O)c2ccccc2C)C1c1ccc(Cl)c(Cl)c1 (stereo unspecified),0,-2.0
CN(C)CCNC(=O)c1cccc(-c2cnc3c(NC=O)cc(-c4cccc(F)c4)cn23)c1,-5,3.9
OC[C@@H]1CN(Cc2ccc(Cl)cc2)C[C@H](n2cnc3c(NC4CC4)ncnc32)O1,-1,0.7
CCCn1cnnc1CNC(=O)[C@H]1O[C@@H](n2cnc3c(N)ncnc32)[C@H](O)[C@@H]1O,-1,2.9

# Five entries from above, reformatted.
# Screens in order: Wnt act, phage Ecoli inh
> COc1cccc(C(C)(O)c2nc(-c3ccc(C)c(C)c3)cs2)c1 (stereo unspecified)
 : -4, 1.9
> CCOC(=O)C1=CCN(S(=O)(=O)c2ccccc2C)C1c1ccc(Cl)c(Cl)c1 (stereo unspecified)
 : 0, -2.0
> CN(C)CCNC(=O)c1cccc(-c2cnc3c(NC=O)cc(-c4cccc(F)c4)cn23)c1
 : -5, 3.9
> OC[C@@H]1CN(Cc2ccc(Cl)cc2)C[C@H](n2cnc3c(NC4CC4)ncnc32)O1
 : -1, 0.7
> CCCn1cnnc1CNC(=O)[C@H]1O[C@@H](n2cnc3c(N)ncnc32)[C@H](O)[C@@H]1O
 : -1, 2.9

# The list continues:
SMILES,Wnt act,phage Ecoli inh
CCCN1CCCCC(NC(=O)c2ccc(-c3ccccc3)cc2)C1=O (stereo unspecified),18,3.1
Cc1[nH]c2ccccc2c1CC(=O)Nc1ccc(Nc2cccnc2)c(-c2ccc(OC(F)(F)F)cc2)c1,-8,1.7
COC(=O)C[C@H]1C=C[C@H](NS(=O)(=O)c2cn(C)cn2)[C@@H](CO)O1,-1,2.5
CC(C)c1ccc(NC(=O)Nc2nc(C(C)N)cs2)cc1 (stereo unspecified),2,1.3
N#CC(C#N)=NNc1ccc2cn[nH]c2c1,0,-0.8
COCCCN1C(=O)C(CC(=O)NCc2cccs2)CC(C(=O)N(C(C)C)C(C)C)=C1C (stereo unspecified),-1,2.5
COc1ccc(NC(=O)C(C2CC2)n2c(=O)c(-c3cc4ccccc4[nH]3)nc3ccccc32)cc1 (stereo unspecified),2,1.6
OC[C@H]1O[C@H](c2nc(-c3nc(-c4cccs4)no3)cs2)C[C@@H]1O,10,2.2
O=C(NCc1ccccc1)[C@@H]1CCCN1C(=O)[C@H]1CCCN1C(=O)c1cccc(Cl)c1,3,1.2
O=C(CCN1C(=O)c2ccccc2C1=O)c1cnc[nH]1,1,1.7
CC(C)(C)n1nnnc1C(C1CC1)N1CCN(C/C=C/c2ccccc2)CC1 (stereo unspecified),-1,0.0
CCCCC(=O)N(C)c1c(C)nc2ccc(C(=O)N(C)Cc3ccco3)cn12,-2,-2.4

# Three entries from above, reformatted.
canonical_smiles	Wnt act	phage Ecoli inh
OC[C@H]1O[C@H](c2nc(-c3nc(-c4cccs4)no3)cs2)C[C@@H]1O	10	2.2
O=C(NCc1ccccc1)[C@@H]1CCCN1C(=O)[C@H]1CCCN1C(=O)c1cccc(Cl)c1	3	1.2
O=C(CCN1C(=O)c2ccccc2C1=O)c1cnc[nH]1	1	1.7
